# Gal4-VP16 FLuc: counter-screen for ROR gamma inhibitors: Gal4-VP16 reporter. Drosophila S2 Gal4-VP16 UAS-luciferase, luminescence, 20 h. Potency, µM (series often up to 53.6 µM), for inactives: at the highest dose activity, negative = inhibition, actives largely listed as inhibitors. 310,000 tested, 3.5% active. AID 2546;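 note: Gal4-VP16 expression switched on by copper sulfate through the metallothionein promoter; % is set by controls: 0 for no effect and ±100 for the full control effect; nearly all actives have a fitted effect of over 50% in size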
# ELG1 genotoxic: induces genotoxicity in HEK293T cells with luciferase-tagged ELG1. Potency, µM (top dose mostly 46 µM), for inactives: top-dose activity change, positive = activation, most hits filed as activators. 330,000 tested, 1.3% active. HEK293T ELG1-luciferase reporter, luminescence, 16 h; note: % of control where 0% means no effect; nearly all actives have a fitted effect of over 60% in size
#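 Screening used a luciferase reporter fused to human ELG1 in HEK293T cells. Luminescence was read on a CCD plate imager after 16 hr exposure and 30 min ONE-Glo incubation.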
# BRCA1 expr act: BRCA1 expression activation | 380,000 tested, 1.1% active | Potency, µM (top dose mostly 46.1 µM), inactives show at the highest dose activation, usual class: activators | AID 624202 | MCF7-BRCA1-FFLuc reporter, luminescence, 48 h; response scale: scaled: vehicle 0%, 10 µM genistein 100%; note: nearly all actives have a fitted effect of over 80% in size; some results filed as inactive show a strong effect at the top dose
#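 MCF7 cells carrying a BRCA1-firefly luciferase reporter (2000 cells/well, phenol-red free MEM) were attached for 2 h at 37 °C, then given compounds for 48 h. Luminescence was read 15 min after luciferase reagent; activity normalized to genistein (10 microM) and DMSO.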
# uPA surface inh: cell surface uPA generation inhibition | 330,000 tested, 0.31% active | AID 540303 | cell surface uPA generation assay, qHTS | Potency, µM (doses to about 38.3 µM), without a hit: at the top dose activity change, negative = inhibition, hits mostly inhibitors; active = well fitted inhibition curve with a large enough effect; inconclusive = small, poorly fitted or top-dose-only effect; inactive = no such curve, though single readings can be large or run the other way; tested in mouse RAW 264.7 cells; note: % is set by controls: 0 for no effect and ±100 for the full control effect; nearly all actives have a fitted effect of over 55% in size
# RORg inh: ROR gamma (mouse) transcription inhibition; P51450; Drosophila S2 Gal4-RORgamma UAS-luciferase reporter, 20 h; Potency, µM (top dose mostly 53.6 µM), for the others: at the top dose activity change, negative = inhibition, usual class: inhibitors; 310,000 tested, 5.4% active; AID 2551; note: % is set by controls: 0 for no effect and ±100 for the full control effect; nearly all actives have a fitted effect of over 60% in size
# Target sequence (P51450 whole entry, looked up, the tested form may be a part): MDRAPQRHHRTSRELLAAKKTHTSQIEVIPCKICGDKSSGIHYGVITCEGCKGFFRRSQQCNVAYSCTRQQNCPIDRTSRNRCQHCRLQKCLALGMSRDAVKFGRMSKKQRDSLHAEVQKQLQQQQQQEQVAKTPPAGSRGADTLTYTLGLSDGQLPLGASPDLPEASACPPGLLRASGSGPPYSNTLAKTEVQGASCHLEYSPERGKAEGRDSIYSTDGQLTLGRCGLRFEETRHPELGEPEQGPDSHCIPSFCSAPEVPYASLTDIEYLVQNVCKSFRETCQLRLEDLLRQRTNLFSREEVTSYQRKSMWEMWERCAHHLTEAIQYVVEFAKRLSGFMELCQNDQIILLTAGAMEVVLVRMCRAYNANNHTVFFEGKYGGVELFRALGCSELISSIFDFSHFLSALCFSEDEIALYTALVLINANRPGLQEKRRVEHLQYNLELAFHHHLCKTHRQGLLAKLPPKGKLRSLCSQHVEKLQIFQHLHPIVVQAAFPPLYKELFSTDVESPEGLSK
#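 In this cell-based reporter format, copper sulfate (700 uM final) drives Gal4–ROR gamma fusion expression from a metallothionein promoter in Drosophila Schneider cells; compounds preincubated 1 hr, reporter read after 20 hr at ambient temperature.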
# Rab9 promoter act: Rab9 promoter activation; Huh7 Rab9 promoter-luciferase reporter, luminescence, 24 h; Potency, µM (doses to about 9.22 µM), for the others: top-dose activation, negative = inhibition, most hits filed as activators; 320,000 tested, 2.8% active; note: % of control where 0% means no effect; nearly all actives have a fitted effect of over 60% in size
#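 Huh7 cells stably carrying a Rab9 promoter-luciferase reporter, 1500 cells per well in OP-MEM I with 10% FBS, treated with compound 24 hours at 37C. Luciferase activity read by luminescence after 10 minutes with Amplite reagent.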
# FLuc modulator: counter-screen for miR-21 project: firefly luciferase inhibitors or activators; 360,000 tested, 6.9% active; P08659; AID 588342; Potency, µM (top dose mostly 57.5 µM), without a hit: at the top dose activity change, negative = inhibition, actives largely listed as inhibitors; purified FLuc, Km substrates, luminescence inhibition;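 note: plate controls were vehicle for no effect and reference inhibitor for full effect; nearly all actives have a fitted effect of over 55% in size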
#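 Biochemical qHTS of compounds, final roughly 60 µM downward over six points, against 10 nM purified firefly luciferase using Km concentrations of substrates (10 uM D-luciferin, 10 uM ATP) in Tris acetate pH 7.5 buffer; luminescence output.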
# MBNL1 CUG block: MBNL1-poly(CUG) RNA binding inhibition | Q9NR56 | Potency, µM (series often up to 57.5 µM), for the others: top-dose activity change, negative = inhibition, hits mostly inhibitors | 280,000 tested, 0.036% active | TR-FRET MBNL1-His/biotin-(CUG)12 binding, 665/545 ratio; active = well fitted inhibition curve with a large enough effect in the signal ratio, with a control signal flat, not every such curve was filed as active; inconclusive = small, poorly fitted or top-dose-only effect, or effect the other way, or a change in a side signal; inactive = no such curve, though single readings can be large or run the other way; the % refers to the signal ratio; note: % is set by controls: 0 for no effect and ±100 for the full control effect
# Target sequence (Q9NR56 whole entry, looked up): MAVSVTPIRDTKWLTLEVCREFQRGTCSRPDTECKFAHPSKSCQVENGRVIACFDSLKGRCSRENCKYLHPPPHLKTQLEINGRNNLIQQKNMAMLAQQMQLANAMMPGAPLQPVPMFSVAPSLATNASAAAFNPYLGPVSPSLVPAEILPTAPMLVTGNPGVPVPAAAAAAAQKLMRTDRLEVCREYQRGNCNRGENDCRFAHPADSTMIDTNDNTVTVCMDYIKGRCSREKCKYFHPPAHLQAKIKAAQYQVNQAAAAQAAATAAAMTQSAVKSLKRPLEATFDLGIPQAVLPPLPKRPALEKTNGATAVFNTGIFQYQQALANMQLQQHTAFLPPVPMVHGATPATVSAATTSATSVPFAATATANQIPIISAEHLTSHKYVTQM
#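 Compound titration spanned 92 nM–58 uM against the MBNL1-His/biotin-(CUG)12 complex. After 60 min at room temperature with 5 nM streptavidin-XL665 and 0.055 ng/ul terbium anti-His, ratiometric 665/545 nm emission (Ex 340 nm) normalized to controls.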
# NPC1 promoter act: activates the NPC1 promoter; 320,000 tested, 2.4% active; Potency, µM (top dose mostly 9.22 µM), for the others: at the top dose activation, actives largely listed as activators; Huh7 NPC1 promoter luciferase reporter, 24 h; AID 485313;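 note: % of control where 0% means no effect; nearly all actives have a fitted effect of over 60% in size; reporter is driven by a mutant NPC1 promoter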
#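 Huh7 reporter cells (NPC1 promoter driving luciferase) are dosed with compound for 24 h at 37 °C, 5% CO2; luciferase detection reagent is then added and luminescence measured after 10 min at ambient temperature.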
# p53 reactivator: restores transcriptional activity of mutant p53; Potency, µM (top dose mostly 92.2 µM), inactives show top-dose activity change, positive = activation, most hits filed as activators; H1299 p53-A138V BP100-luciferase reporter, luminescence, 24 h; 320,000 tested, 0.063% active; AID 504706; note: % of control where 0% means no effect; nearly all actives have a fitted effect of over 45% in size
#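 H1299 (p53-null), stable ts p53-A138V + BP100-Luc; 1000 cells/well, Opti-MEM/10% FBS; cpd 4 pt, 1:5; 24 h, 37 deg C, 5% CO2; detection reagent 10 min RT; luminescence.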
# The depositor's hits bear a star; u = inconclusive; x = not tested or not shown; & = joins results of further samples; [ ] = another dose, or the depositor's remark. Unless noted, calls come from the whole dose curve; as a rule, active = well fitted curve in the direction sought with a large enough effect; inconclusive = small, poorly fitted or top-dose-only effect, or another doubt; inactive = no such curve, though single readings can be large; an effect the other way counts as inactive or inconclusive. Potency is the fitted concentration of half-maximal effect.
mol | Gal4-VP16 FLuc | ELG1 genotoxic | BRCA1 expr act | uPA surface inh | RORg inh | Rab9 promoter act | FLuc modulator | MBNL1 CUG block | NPC1 promoter act | p53 reactivator
O=C(NC1CCCC1)C(c1ccncc1)N(Cc1ccccc1F)C(=O)c1csnn1 (stereo not given) | 5% | 3% | -26% | 5% | 6% | 1% | 4% | 1% | -1% | -2%
O=C(O)C=C1CCN(c2ncc(C(F)(F)F)cc2Cl)CC1 | 7% | 8% | 11µM* | -2% | -5% | u | 19µM* | 0% | u | 4%
CC(C)Cn1c(N)c(C(=O)COC(=O)CCNS(=O)(=O)c2ccccc2)c(=O)n(C)c1=O | x | 0% | -22% | 1% | x | -4% | 9% | x | -3% | -3%
COc1cccc2c(=O)c(SC(F)(F)C(F)C(F)(F)F)c(C)[nH]c12 (stereo not given) | -7% | 6% | -34% | -14% | -4% | 9% | -14% | 0% | -14% | 30%
O=C(CCCOC(=O)c1cccnc1Cl)c1ccc(Br)cc1 | x | 0% | 2% | -4% | x | x | x | x | x | 14%
Cc1ccc(NS(=O)(=O)c2ccc3c(c2)n(C)c(=O)n3C)c(C)c1 | 4% | 6% | -19% | 0% | 12% | 0% | 1%&-1% | -8% | -39%[inhibitor] | 3%
CCc1cccc(CC)c1NC(=O)Cn1c(-c2ccccc2Cl)nc2ccccc21 | -11% | 17% | -13% | -1% | 14% | 0% | -18% | u | 8% | 9%
COc1ccccc1CNC(=O)COC(=O)c1ccc(C)c(S(=O)(=O)N2CCCCC2)c1 | 13% | -3% | -5% | -3% | 22% | 1% | -1% | -7% | -1% | 5%
Cc1ccc(O)c(-c2cc(-c3ccc(F)cc3)no2)c1 | -17% | 2.1µM* | -5% | 10µM* | -28% | -33%[inhibitor] | 0.95µM* | -8% | -33%[inhibitor] | x
COc1ccccc1-c1nn(-c2ccccc2)cc1C(=O)NC1CC1 | x | 2% | 1% | 2% | x | -2% | 2% | x | -1% | -3%
Cc1nc(SCC(=O)Nc2nc3ccccc3s2)c(C#N)c(C)c1C | u | -12% | u | u | 0.35µM* | -48%[inhibitor] | 2.1µM* | -8% | -26% | -10%
O=C1CCCCN1CC(=O)N1CCCC(N2CCN(c3ccccc3F)CC2)C1 (stereo not given) | 12% | 1% | -2% | -2% | 6% | -3% | 1% | -3% | 1% | 0%
COc1ccc(OCc2cc(C(=O)NC(C)c3cnn(C)c3)no2)c(Cl)c1 (stereo not given) | 20% | u | u | -3% | u | u | 13µM* | 6% | u | 9%
Cc1ccc(S(=O)(=O)NCCN2CCOCC2)s1 | -6% | -2% | -1% | 4% | -7% | 0% | 0% | -1% | 1% | -2%
Cc1cc(C)cc(OCC(=O)OCC(=O)Nc2cc(S(=O)(=O)N3CCOCC3)ccc2C)c1 | x | -3% | -14% | 1% | x | 1% | 2% | x | -1% | 7%
CCNC(=O)COc1ccc(/C=C2\COc3ccccc3C2=O)cc1OC | -70% | -8% | -88%[inhibitor] | -1% | u | -1% | u | -7% | 3% | -17%
Cc1cc(N/N=C/c2ccccc2O)c2ccccc2n1 | -25% | 11% | 27% | u | -14% | -4% | 15µM* | u | 4% | -45%[inhibitor]
Cc1ccc(C)c(CSCc2nc3ccccc3[nH]2)c1 | -25% | -6% | -5% | 3% | -38% | -3% | 3% | 1% | -5% | -2%
Cc1cccc(OCC(=O)N/N=C/c2ccc3c(c2)OCO3)c1 | -1% | 1% | 0% | 5% | 35% | 1% | u | 3% | -8% | -2%
O=C(CCc1nnc(-c2ccc3c(c2)OCO3)o1)NC(c1cccnc1)C(F)(F)F (stereo not given) | -16% | -1% | -1% | 4% | 21% | 0% | 4% | -6% | 0% | -1%
COCCn1c(-c2ccc(NC(C)=O)cc2)nc2c1c(=O)[nH]c(=O)n2CC(C)C | -11% | 2% | 0% | -4% | 1% | -2% | 1% | 5% | 1% | 14%
COc1ccc(Br)cc1/C=C/c1ccc2cccc(O)c2n1 | u | 4% | -44% | -4% | 4.5µM* | 8% | u | 3% | 28% | -1%
COC(=O)[C@@H]1Cc2c([nH]c3ccccc23)C2CCC(=O)N21 (stereo not given in full) | -4% | 2% | 0% | 6% | -3% | -2% | 7% | 0% | 1% | 1%
CO/N=C/C(=N\Nc1ccccc1)C(=O)c1ccccc1 | -3% | -2% | -20% | -9% | u | 14% | -11% | 14% | 1% | 12%
COc1ccc(S(=O)(=O)NCc2ccccn2)c(C)c1C | -4% | 0% | -21% | -2% | u | -2% | -1% | 0% | 1% | 5%
O=C(Nc1ccccc1)N1CCCC1 | -3% | 2% | 23% | x | 24% | 4% | -1% | -5% | 0% | -2%
CC(=O)N1CCc2cc(S(=O)(=O)CCC(=O)Nc3c(C)n(C)n(-c4ccccc4)c3=O)ccc21 | -5% | 4% | 14% | 4% | 1% | 4% | 5% | -11% | -3% | -4%
O=C(NNC(=O)C1CCN(c2ncccn2)CC1)c1ccc(Cl)cc1 | -2% | 1% | -5% | 26% | -17% | 0% | -2% | -8% | -6% | -5%
CCCc1nn2c(=O)cc(COc3ccc(NC(=O)c4ccco4)cc3)nc2s1 | 26% | 3% | 11% | -1% | -9% | 4% | 0% | 4% | 1% | 4%
O=c1[nH]c2ccccc2c(=O)n1Cc1ccccc1 | 14% | 0% | 0% | -2% | 23% | -7% | 6% | 1% | 0% | -5%

# Ordered by the number under RORg inh (descending): 3 of the compounds above
SMILES,uPA surface inh,RORg inh,Rab9 promoter act,NPC1 promoter act,p53 reactivator
O=C(Nc1ccccc1)N1CCCC1,x,24%,4%,0%,-2%
COC(=O)[C@@H]1Cc2c([nH]c3ccccc23)C2CCC(=O)N21 (stereo not given in full),6%,-3%,-2%,1%,1%
Cc1ccc(C)c(CSCc2nc3ccccc3[nH]2)c1,3%,-38%,-3%,-5%,-2%

# Pulled one by one from above:
mol | Gal4-VP16 FLuc | ELG1 genotoxic | BRCA1 expr act | uPA surface inh | RORg inh | Rab9 promoter act | FLuc modulator | MBNL1 CUG block | NPC1 promoter act | p53 reactivator
COc1ccccc1CNC(=O)COC(=O)c1ccc(C)c(S(=O)(=O)N2CCCCC2)c1 | 13% | -3% | -5% | -3% | 22% | 1% | -1% | -7% | -1% | 5%
COc1ccccc1-c1nn(-c2ccccc2)cc1C(=O)NC1CC1 | x | 2% | 1% | 2% | x | -2% | 2% | x | -1% | -3%
Cc1ccc(C)c(CSCc2nc3ccccc3[nH]2)c1 | -25% | -6% | -5% | 3% | -38% | -3% | 3% | 1% | -5% | -2%
Cc1ccc(S(=O)(=O)NCCN2CCOCC2)s1 | -6% | -2% | -1% | 4% | -7% | 0% | 0% | -1% | 1% | -2%

# Next structures follow:
mol | Gal4-VP16 FLuc | ELG1 genotoxic | BRCA1 expr act | uPA surface inh | RORg inh | Rab9 promoter act | FLuc modulator | MBNL1 CUG block | NPC1 promoter act | p53 reactivator
COc1ccccc1C1NC(=O)CCC1[N+](=O)[O-] (stereo not given) | 0% | 1% | -1% | 9% | -4% | -3% | 1% | -7% | 3% | 7%
COc1ccc(N2CC(C(=O)N3CCC4(CC3)CC(=O)c3ccccc3O4)CC2=O)cc1 (stereo not given) | x | -5% | -11% | -2% | x | -8% | 0% | x | 1% | -4%
CC(=O)Nc1ccc(/C=C2\CCc3ccccc3C2=O)cc1 | u | u | u | -9% | -45% | u | 6.7µM* | u | 3.2µM* | -7%
CCCCC(=O)Nc1ccc(NC(=O)c2ccccc2[N+](=O)[O-])cc1OC | -2% | -1% | -48% | -2% | -1% | 2% | 4% | u | 0% | -2%
Cc1ccc(C)c(Cn2nnc3c(=O)[nH]c(C4CCCN(C(=O)CC(C)C)C4)nc32)c1 (stereo not given) | -12% | -7% | -33% | x | 12% | 0% | 0% | -10% | -4% | 2%
O=C(/C=C/c1ccccc1)NCCC1=CCCCC1 | u | u | u | 2% | 30% | 2.8µM* | 9.5µM* | u | u | x
O=C(NNC(=O)c1ccncc1)Nc1ccccc1 | 1% | -5% | -7% | -8% | -14% | -11% | 4% | -2% | 1% | 1%
COC(=O)c1sc(NC(=O)c2ccco2)c(C#N)c1C | 1% | 0% | 7% | -3% | 7% | -4% | u | 4% | 2% | 3%
Cc1ccccc1CCN(C(=O)c1csnn1)C(C(=O)NC1CCCC1)c1ccco1 (stereo not given) | 1% | -13% | -13% | 11% | 7% | 0% | 2% | 4% | 0% | 1%
CCOC(=O)CNC(=O)CSc1nnc(SCC(=O)NCC(=O)OCC)s1 | 3% | 5% | 3% | x | -16% | 3% | -3% | -15% | 2% | 3%
COc1ccccc1-c1ccc(SCC(=O)N2CCOCC2)nn1 | 10% | 4% | -5% | 0% | 18% | 3% | 2% | -2% | -6% | -3%
CCOC(=O)C1=C(C)NC(C)=C(C(=O)OCC)C1C(=O)OCC(=O)NCCc1ccccc1 | x | -2% | -21% | 75%[activator] | x | x | x | x | x | -6%
CC(C)(C)c1ccc(C(=O)NCCn2c(N)c(C#N)c3nc4ccccc4nc32)cc1 | -26% | -7% | -47% | 4% | u | -6% | -1% | 22%[11.5 µM] | 0% | 13%
O=S(=O)(c1cccc(F)c1)N1CCN(Cc2ccc3c(c2)OCO3)CC1 | -5% | 12% | 9% | 3% | 23% | -1% | 2% | -8% | 0% | 0%
